SRC3 inh: inhibitors of human steroid receptor coactivator 3 (SRC3); Q9Y6Q9; HEK293 GAL4-SRC3 luciferase reporter, luminescence; inhibition, % at 3.6 µM; 360,000 tested, 0.17% active; AID 588352;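 active = inhibition above a per-campaign cutoff, the mean of all compounds plus 3 SD, cut at about 60% in these data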;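 note: 0% = DMSO-treated cells and 100% = gossypol-treated cells at 36 µM; higher means less SRC3-driven luciferase light from the GAL4 reporter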
TLR9-MyD88 block: blocks human TLR9 binding to MyD88; 340,000 tested, 0.21% active; Q9NR96+Q99836; inhibition, % at 4.98 µM; CHO BLA complementation TLR9-MyD88, CCF4 FRET ratio;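 active = inhibition above the mean over all tested compounds plus 3 SD, cut at about 21% in these data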;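 note: 0% = DMSO only wells and 100% = clavulanate BLA inhibitor control wells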
NCOA2 inhibitor: inhibits human steroid receptor coactivator 2; Q15596; HEK293 GAL4-SRC2 luciferase reporter, luminescence; inhibition, % at 9 µM; 370,000 tested, 0.17% active; AID 651957;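 active = inhibition above the mean inhibition of all tested compounds plus 3 SD, set per campaign, cut at about 52% in these data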;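 note: 0% = DMSO treated cells and 100% = cells given Gossypol at 36 µM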
Target sequence (Q15596 whole entry, looked up, the tested form may be a part): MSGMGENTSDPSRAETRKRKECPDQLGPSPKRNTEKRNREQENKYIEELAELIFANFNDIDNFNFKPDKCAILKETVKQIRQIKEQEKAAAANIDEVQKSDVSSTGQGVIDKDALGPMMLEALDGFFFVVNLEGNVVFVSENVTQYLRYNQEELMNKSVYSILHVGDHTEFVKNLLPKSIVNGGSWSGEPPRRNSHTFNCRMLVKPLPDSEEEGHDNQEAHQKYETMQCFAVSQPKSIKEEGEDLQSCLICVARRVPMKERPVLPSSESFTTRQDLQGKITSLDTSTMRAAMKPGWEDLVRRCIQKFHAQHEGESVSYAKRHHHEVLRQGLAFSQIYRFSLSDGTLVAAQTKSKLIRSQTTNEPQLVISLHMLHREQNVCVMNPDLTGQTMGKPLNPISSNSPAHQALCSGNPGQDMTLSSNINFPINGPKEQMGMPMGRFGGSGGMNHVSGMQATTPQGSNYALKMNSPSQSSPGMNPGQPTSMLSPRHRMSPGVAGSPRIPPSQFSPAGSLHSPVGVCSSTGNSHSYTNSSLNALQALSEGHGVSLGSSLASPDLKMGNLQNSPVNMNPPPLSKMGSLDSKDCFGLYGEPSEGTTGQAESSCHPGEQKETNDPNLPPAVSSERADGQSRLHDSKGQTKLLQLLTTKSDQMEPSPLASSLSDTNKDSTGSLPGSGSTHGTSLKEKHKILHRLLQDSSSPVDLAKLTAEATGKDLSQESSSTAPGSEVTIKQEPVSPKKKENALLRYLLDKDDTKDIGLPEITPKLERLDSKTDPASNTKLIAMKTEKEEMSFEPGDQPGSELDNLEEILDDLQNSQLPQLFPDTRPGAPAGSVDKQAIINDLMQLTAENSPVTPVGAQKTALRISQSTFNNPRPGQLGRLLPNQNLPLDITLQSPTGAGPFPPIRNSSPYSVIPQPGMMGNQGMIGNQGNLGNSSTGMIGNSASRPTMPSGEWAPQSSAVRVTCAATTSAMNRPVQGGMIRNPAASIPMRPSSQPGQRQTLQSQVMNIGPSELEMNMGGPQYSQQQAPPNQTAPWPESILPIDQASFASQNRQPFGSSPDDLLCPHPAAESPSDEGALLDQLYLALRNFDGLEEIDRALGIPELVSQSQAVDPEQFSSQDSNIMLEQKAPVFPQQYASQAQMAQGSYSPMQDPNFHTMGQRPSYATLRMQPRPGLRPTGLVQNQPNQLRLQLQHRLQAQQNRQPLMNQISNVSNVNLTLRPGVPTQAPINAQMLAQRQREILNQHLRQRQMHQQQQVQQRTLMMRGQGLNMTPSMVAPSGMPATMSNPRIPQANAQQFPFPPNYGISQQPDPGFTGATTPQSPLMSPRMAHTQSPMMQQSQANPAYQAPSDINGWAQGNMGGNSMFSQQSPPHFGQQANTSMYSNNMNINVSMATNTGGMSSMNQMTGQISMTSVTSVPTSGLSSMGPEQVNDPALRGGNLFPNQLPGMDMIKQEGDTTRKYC
TROY NFkB inh: TROY signaling inhibition | 360,000 tested, 0.98% active | Q293 LMP1-TROYcd NF-kB luciferase reporter, 4 h | inhibition, % at 10 µM;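 active = compounds whose plate-normalised and pattern-corrected inhibition of the luciferase reporter signal at the single screening dose is 50% or more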
NOD2 RIPK2 PPI: blocks binding of human NOD2 to RIPK2 | inhibition, % at 4.98 µM | 360,000 tested, 0.38% active | O43353 | CHO BLA complementation NOD2-RIPK2, CCF4 ratio; in the data active = inhibition above about 21%;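 note: 0% = vehicle only and 100% = reference blocker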
SRC1 inh: inhibits human SRC1 coactivator. Q15788. 360,000 tested, 0.12% active. inhibition, % at 3.6 µM. AID 588354. HEK293 GAL4-SRC1 luciferase reporter, luminescence;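 active = inhibition above the campaign mean plus 3 SD, with each screening campaign given its own cutoff, cut at about 60% in these data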;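 note: 0% = DMSO treated cells and 100% = gossypol at 36 µM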
NR2F2 inh: NR2F2 (human) inhibition, primary screen. P24468. HEK293T NGFI-A luciferase reporter, luminescence. inhibition, % at 8.6 µM. 370,000 tested, 0.7% active. AID 686940;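 active = inhibition above a per-plate cutoff, mean inhibition of test wells between control levels plus 3 SD, cut at about 38% in these data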;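 note: cells cotransfected with COUP-TFII expression vector driving the NGFI-A reporter; 0% = median of COUP-TF2 test wells and 100% = reporter-only cells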
Exocytosis inh: lytic granule exocytosis inhibition; 360,000 tested, 0.66% active; TALL-104 LAMP-1 surface exposure, flow cytometry; cells stimulated with thapsigargin and PMA; inhibition, % at 10 µM; AID 651702;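 active = inhibition above about 55%, limit read from the data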
NR5A2 inv ag: suppresses constitutive activity of human LRH-1 | 360,000 tested, 0.13% active | inhibition, % at 3.6 µM | O00482 | AID 602396 | HEK293T StAR-luciferase reporter, LRH-1 transfected, 24 h;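 active = inhibition above the mean inhibition of all tested compounds plus 3 SD, cut at about 73% in these data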;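 note: 0% = DMSO wells and 100% = reporter-only cells lacking LRH-1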
ABHD5-PLIN5 inh: ABHD5-PLIN5 protein interaction inhibition | 360,000 tested, 0.78% active | Split G. princeps luciferase complementation, luminescence, 4 h | inhibition, % at 4 µM | Q00G26+Q8WTS1;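 active = inhibition above the mean inhibition across every tested compound plus 3 SD, cut at about 22% in these data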;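 note: 0% = DMSO only wells and the 100% control is not disclosed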
TWEAK-Fn14 inh: inhibitors of TWEAK-Fn14 interaction signaling; TWEAK-stimulated Fn14 reporter cells, luciferase luminescence, 8 h; inhibition, % at 10 µM; 360,000 tested, 2% active; AID 1159606; in the data active = inhibition above about 50%
Starred values were filed as active, the others as inactive; / = not tested or not shown. This is a subset; count on the stated rates, not on these rows.

Results follow in this order: SRC3 inh	TLR9-MyD88 block	NCOA2 inhibitor	TROY NFkB inh	NOD2 RIPK2 PPI	SRC1 inh	NR2F2 inh	Exocytosis inh	NR5A2 inv ag	ABHD5-PLIN5 inh	TWEAK-Fn14 inh
COC(=O)c1cccnc1-n1c(=O)c2cccnc2n(Cc2ccc([N+](=O)[O-])cc2)c1=O
    -3.0	0.4	12.5	1.2	-5.7	-6.5	-1.7	0.4	5.0	-2.0	10.3
Cc1c(CCC(=O)N[C@@H](CCCNC(N)=O)C(=O)O)c(=O)oc2cc3oc4c(c3cc12)CCCC4
    -0.6	-3.9	68.4*	20.4	0.6	11.3	53.0*	-1.7	-0.6	-9.1	47.5
COc1ccc(Cl)cc1NC(=O)COC(=O)c1cc(NS(=O)(=O)c2cccs2)ccc1O
    13.6	2.8	6.0	18.9	-5.3	-5.0	22.9	1.9	-1.8	2.1	36.2
COC(=O)C[C@H]1CC[C@@H](NC(=O)Nc2ccc(C(F)(F)F)cc2)[C@@H](CO)O1
    /	/	-29.6	/	-11.3	/	-20.2	-1.7	8.3	-6.5	/
O=[N+]([O-])c1ccc(N/N=C/c2cccnc2)cc1
    -33.8	-3.4	-37.1	-48.3	3.5	-35.0	9.3	5.8	27.2	-2.7	-46.0
Oc1cc2ccccc2cc1-c1n[nH]c(=S)o1
    -0.5	-2.1	-3.4	-50.9	-11.3	-0.1	5.9	-1.6	2.1	-8.0	-19.7
Cc1ccc(-n2c(C)cc(/C=N/NC(=O)Cn3c4ccccc4c(=O)c4ccccc43)c2C)cc1
    -18.4	-4.9	0.7	-27.2	-12.0	-16.2	16.0	-4.3	17.5	5.8	-9.8
Cc1ccc2cc(CN(CC3CCCO3)S(=O)(=O)c3c(C)ccc4nsnc34)c(=O)[nH]c2c1 (stereo not given)
    -12.5	-4.4	-0.9	8.0	-11.5	-40.4	-13.8	1.1	3.8	-1.0	1.0
Cc1c(NC(=O)Cn2cc([N+](=O)[O-])cn2)c(=O)n(-c2ccccc2)n1C
    14.1	-5.4	-65.2	8.0	0.0	17.0	-17.9	7.7	-9.0	-5.5	0.0
CN1CCN(CCNC(=O)Nc2ccccc2[N+](=O)[O-])CC1
    5.1	2.8	-5.0	-1.2	2.1	7.9	7.5	3.1	11.4	2.4	-28.8

Compound profiles, from the list above.
Profile of `Cc1c(NC(=O)Cn2cc([N+](=O)[O-])cn2)c(=O)n(-c2ccccc2)n1C` → SRC3 inh = 14.1; TLR9-MyD88 block = -5.4; NCOA2 inhibitor = -65.2; TROY NFkB inh = 8.0; NOD2 RIPK2 PPI = 0.0; SRC1 inh = 17.0; NR2F2 inh = -17.9; Exocytosis inh = 7.7; NR5A2 inv ag = -9.0; ABHD5-PLIN5 inh = -5.5; TWEAK-Fn14 inh = 0.0
Profile of `Cc1ccc(-n2c(C)cc(/C=N/NC(=O)Cn3c4ccccc4c(=O)c4ccccc43)c2C)cc1` → SRC3 inh = -18.4; TLR9-MyD88 block = -4.9; NCOA2 inhibitor = 0.7; TROY NFkB inh = -27.2; NOD2 RIPK2 PPI = -12.0; SRC1 inh = -16.2; NR2F2 inh = 16.0; Exocytosis inh = -4.3; NR5A2 inv ag = 17.5; ABHD5-PLIN5 inh = 5.8; TWEAK-Fn14 inh = -9.8

Continuation:
Results follow in this order: SRC3 inh	TLR9-MyD88 block	NCOA2 inhibitor	TROY NFkB inh	NOD2 RIPK2 PPI	SRC1 inh	NR2F2 inh	Exocytosis inh	NR5A2 inv ag	ABHD5-PLIN5 inh	TWEAK-Fn14 inh
CC(=O)c1cccc(NC(=O)C2(c3ccccc3)CC2(Cl)Cl)c1 (stereo not given)
    3.3	-8.8	6.9	-4.3	-7.6	5.0	5.0	31.1	3.2	2.4	7.3
C=CCn1cc(C(=O)NCCOC)c(=O)c2cc(S(=O)(=O)N3CCCCCC3)ccc21
    9.6	5.8	30.2	23.9	-0.1	10.2	13.4	0.1	-10.8	-3.1	2.1
Fc1ccc(CNCc2ccco2)cc1
    -49.5	-2.4	-0.2	4.7	-10.4	-18.2	-10.8	-1.6	4.4	3.7	0.1
O=C(NCc1ccccn1)c1cn(CCc2ccccc2)nn1
    2.4	3.1	-1.7	-7.5	-9.6	-15.7	0.2	7.4	-1.2	-3.5	-2.9
Cc1ccc(N2CC(C(=O)Nc3c(C)n(C)n(-c4ccccc4)c3=O)CC2=O)cc1 (stereo not given)
    -5.3	3.4	-17.0	0.1	-8.4	2.7	18.8	-1.1	0.9	0.7	17.0
Cn1c(=O)cc(SCC(=O)N2CCCC2)c2ccc(Cl)cc21
    7.1	5.0	-21.1	-26.9	-15.9	-4.0	-45.0	0.2	13.8	-0.3	-1.6
O=C(NC(=S)Nc1ccccc1[N+](=O)[O-])c1ccco1
    -4.4	-8.2	-9.3	-30.2	8.2	-7.7	5.5	0.8	-6.4	-11.1	-21.6
N/C(=N\OC(=O)CCC1CCCCC1)c1cccnc1
    0.0	7.8	-62.5	-59.3	-12.9	-17.7	-0.1	0.6	-11.7	-5.9	-4.9
O=c1c2cc3c(=O)n(CC4CCCO4)c(=O)c3cc2c(=O)n1CC1CCCO1 (stereo not given)
    18.7	2.3	1.6	-0.5	-8.7	-2.9	16.3	1.8	-12.0	4.5	-10.2
COc1ccc(CNc2ncnc3c2[nH]c2ccccc23)cc1
    15.2	/	2.3	44.4	-1.8	5.4	45.1*	29.2	7.9	0.9	45.7

Results follow in this order: SRC3 inh	TLR9-MyD88 block	NCOA2 inhibitor	TROY NFkB inh	NOD2 RIPK2 PPI	SRC1 inh	NR2F2 inh	Exocytosis inh	NR5A2 inv ag	ABHD5-PLIN5 inh	TWEAK-Fn14 inh
NC1=NC(=O)C(c2ccccc2)(c2ccccc2)S1
    -25.7	-6.2	11.2	-14.4	-14.8	-8.0	14.3	0.3	-1.6	2.4	-12.8
Cc1cccc(NC(=O)c2nc[nH]c2C(=O)N[C@@H](C)C(=O)OC(C)(C)C)c1
    -3.5	6.4	-3.0	0.9	-5.2	4.0	-1.6	-11.4	-7.7	-10.4	11.9
O=C1OC(CCl)CN1Cc1c(Cl)cccc1Cl (stereo not given)
    9.8	-3.6	7.4	0.7	4.1	-3.0	9.1	1.5	9.7	-2.7	-2.0
CCN(CCN1CCCC1)C(=O)C1CCC(=O)N(CCCN2CCOCC2)C1 (stereo not given)
    -1.1	-11.4	13.1	-21.9	-12.1	17.3	6.5	-7.9	15.0	3.9	-4.1
Cc1c(Cl)cnc(NC(=O)CSc2nnc3ccccn23)c1Cl
    -45.1	-6.6	-22.2	/	-5.2	-38.1	-13.4	0.7	-26.1	-2.1	-10.9
CNC(=S)N1N=C(c2ccccc2)CC1c1ccc(OC)c(OC)c1 (stereo not given)
    -4.5	-11.7	-17.0	-32.0	-2.5	8.7	4.2	-3.2	13.4	5.7	-4.4
O=C(NN=Cc1ccc(O)cc1)C(=O)NN=Cc1ccc(O)cc1
    2.4	1.1	-24.5	-17.4	5.0	-2.6	2.3	2.8	-1.4	1.9	7.2
O=C(CSc1nnc(-c2cccnc2)s1)Nc1ccc(C(=O)O)cc1
    15.9	3.9	-12.6	-3.9	-3.3	11.3	-2.2	2.7	-1.5	3.3	5.9
CCn1cc([N+](=O)[O-])c(C(=O)Nc2ccn(Cc3ccccc3F)n2)n1
    5.4	1.7	9.9	6.5	3.3	7.0	-4.9	2.5	6.3	-3.2	-12.6
O=C(NCCOc1ccc(F)cc1)C1CCC(=O)N(CCCN2CCOCC2)C1 (stereo not given)
    4.2	-0.1	-36.4	-12.1	13.4	17.2	1.8	-1.4	14.3	11.5	-6.4

Results follow in this order: SRC3 inh	TLR9-MyD88 block	NCOA2 inhibitor	TROY NFkB inh	NOD2 RIPK2 PPI	SRC1 inh	NR2F2 inh	Exocytosis inh	NR5A2 inv ag	ABHD5-PLIN5 inh	TWEAK-Fn14 inh
COc1cc(S(=O)(=O)NCc2ccncc2)ccc1Br
    13.3	-3.7	15.6	18.3	-12.6	5.2	56.3*	6.9	26.4	5.9	18.9
CCC(=O)n1nc(-c2cccnc2)nc1NCc1ccc(F)cc1
    24.6	2.5	-2.6	-5.7	-13.7	21.7	9.8	-8.5	14.1	12.8	27.3
O=C(Cc1cccnc1)N[C@@H]1CC[C@H](CCn2cc(Cc3ccccc3)nn2)O[C@@H]1CO
    /	/	-41.6	/	-6.3	/	9.2	-4.5	21.8	5.3	/
COc1ccc(C(=O)c2[nH]c(N)c(C(=O)NCCc3c[nH]c4ccccc34)c2-c2ccc(Cl)c(F)c2)cc1
    /	/	0.4	-22.2	-5.4	/	-2.9	9.3	19.6	-4.5	29.4
O=C(NC1CCCCC1)c1ccc(-c2ccc(Cl)cc2)o1
    -73.2	-5.8	-46.6	-105.3	-5.9	-112.3	-18.1	9.7	-83.8	12.1	-43.5
COc1ccccc1NC(=O)c1ccc(NC(=O)CSc2ncn[nH]2)cc1
    24.4	9.4	-17.1	-13.1	-6.9	-3.5	0.7	-13.8	-10.7	10.1	12.2
Cc1ccc(Cl)cc1N1CCN(C(=O)C2CCC(=O)N(C3CCCCCC3)C2)CC1 (stereo not given)
    5.9	1.9	-0.9	-10.0	-14.5	-7.0	-0.1	13.2	21.1	15.2	1.4
CN(C)/C=N/c1cc(=O)[nH]c(=O)n1C
    -10.2	-8.1	11.1	0.9	-13.8	-7.6	-8.2	10.0	-2.9	8.7	-0.1
CCc1cccc(C)c1NC(=O)CCCN1C(=O)CN(C)C1=O
    4.5	-1.5	-14.6	-21.2	-8.3	0.7	9.6	4.5	-19.0	-7.7	1.0
O=[N+]([O-])c1cccc(C(=Nc2ccc(Cl)cc2)NO)c1
    6.2	-5.8	18.9	-7.0	2.4	-15.1	25.0	1.3	14.2	4.4	23.6

Results follow in this order: SRC3 inh	TLR9-MyD88 block	NCOA2 inhibitor	TROY NFkB inh	NOD2 RIPK2 PPI	SRC1 inh	NR2F2 inh	Exocytosis inh	NR5A2 inv ag	ABHD5-PLIN5 inh	TWEAK-Fn14 inh
Cc1cn([C@H]2C[C@H](O)[C@@H](CCC(=O)NCCc3cccs3)O2)c(=O)[nH]c1=O
    -2.7	/	-5.1	4.0	-12.7	-2.7	-7.4	-2.0	-19.7	0.1	8.3
O=S(=O)(NCc1cc(-c2ccccc2)no1)c1ccc(Cl)cc1
    -2.6	2.6	10.1	-8.8	0.8	-3.5	-3.4	-0.6	-32.2	-1.1	3.4
CCCOc1ccc(N/C=C/C(=O)C(C)(C)C)cc1
    -25.4	4.3	-29.8	-52.1	-3.0	3.7	0.3	1.2	19.7	3.7	-14.8
COc1ccc(N=Cc2c(O)n(-c3cccc(C)n3)c(=O)c3ccccc23)c(OC)c1
    6.0	0.9	6.6	-14.4	-12.9	2.8	-8.3	9.9	1.8	5.4	-47.8
CCOC(=O)c1cc(-c2ccccc2)n(CC2CC(c3ccc(OC)cc3)=NO2)n1 (stereo not given)
    4.9	-1.6	-5.7	23.3	-2.4	8.1	10.3	-2.8	-2.0	-10.8	15.1
CC(=O)N1CCCc2cc(S(=O)(=O)N3CCCC(C(=O)NCc4ccc(C)cc4)C3)ccc21 (stereo not given)
    26.1	-13.0	-5.5	-7.9	-15.6	-6.9	-7.2	-0.4	7.3	1.4	11.4

High-throughput results (PubChem BioAssay)
